GPR151 activ = human GPR151 activation; Q8TDV0; PathHunter beta-arrestin GPR151 cells, luminescence; activation, % at 11.2 µM; 650,000 compounds, 1% hits; in the data active = activation above about 4.9%;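 note: 0% = median of compound wells and 100% = cells with positive control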
Target sequence (Q8TDV0 whole entry, looked up): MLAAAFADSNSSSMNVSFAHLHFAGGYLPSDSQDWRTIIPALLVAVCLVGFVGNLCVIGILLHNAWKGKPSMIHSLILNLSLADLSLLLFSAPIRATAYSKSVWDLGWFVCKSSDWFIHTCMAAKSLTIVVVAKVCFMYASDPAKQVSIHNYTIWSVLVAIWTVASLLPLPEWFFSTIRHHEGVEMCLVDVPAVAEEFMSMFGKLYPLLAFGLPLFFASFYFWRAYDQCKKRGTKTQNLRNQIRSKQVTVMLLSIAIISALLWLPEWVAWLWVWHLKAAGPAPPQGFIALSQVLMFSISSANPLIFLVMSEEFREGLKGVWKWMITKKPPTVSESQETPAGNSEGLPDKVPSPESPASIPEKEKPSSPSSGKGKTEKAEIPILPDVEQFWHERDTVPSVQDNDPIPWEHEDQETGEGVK
MITF primary = human MITF inhibition, primary screen; O75030; AlphaScreen MITF homodimerization, bead proximity signal; inhibition, % at 2.6 µM; 650,000 compounds, 0.91% hits; in the data active = inhibition above about 50%;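 note: 0% = vehicle wells with protein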
Target sequence (O75030 whole entry, looked up): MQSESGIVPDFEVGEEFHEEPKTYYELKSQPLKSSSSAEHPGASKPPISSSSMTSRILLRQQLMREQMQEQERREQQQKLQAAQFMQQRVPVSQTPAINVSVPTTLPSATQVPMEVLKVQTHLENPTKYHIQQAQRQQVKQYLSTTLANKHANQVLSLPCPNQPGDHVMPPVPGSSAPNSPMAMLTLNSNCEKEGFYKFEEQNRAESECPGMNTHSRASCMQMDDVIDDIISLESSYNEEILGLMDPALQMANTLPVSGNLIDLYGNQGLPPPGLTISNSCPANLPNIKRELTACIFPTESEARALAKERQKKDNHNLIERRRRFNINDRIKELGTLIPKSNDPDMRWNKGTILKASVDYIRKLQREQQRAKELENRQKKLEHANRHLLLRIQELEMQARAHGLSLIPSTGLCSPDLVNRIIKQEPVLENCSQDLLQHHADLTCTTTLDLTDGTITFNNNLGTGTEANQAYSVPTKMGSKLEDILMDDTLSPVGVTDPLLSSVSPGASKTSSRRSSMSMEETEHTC
TEAD-YAP block = TEAD-YAP interaction inhibition. HEK-TIYL cells, TEAD-Gal4/YAP UAS-luciferase luminescence. inhibition, % at 9.12 µM. 640,000 compounds, 1.4% hits; in the data active = inhibition above about 32%;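 note: 0% = median of test compound wells and 100% = reference inhibitor wells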
FBW7 activator = human FBW7 E3 ligase activation, primary screen | 650,000 compounds, 0.13% hits | Q969H0 | AlphaScreen FBW7–phospho-cyclin E peptide binding, activator screen | normalized activity (activation), % at 26.1 µM; in the data active = normalized activity above about 1.9%;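 note: purified mutant Fbw7 with reduced substrate affinity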
Numbers without * were called inactive; & = joins results of further samples.

The line under a structure holds: GPR151 activ	MITF primary	TEAD-YAP block	FBW7 activator
O=C(c1ccccc1Cl)N1CCn2c3c(c4cc(C5CCCCC5)ccc42)CCCC31 (stereo not given)
→ -0.3	12	6	0.2
Cc1c(C(=O)OC(C)C)sc(NC(=O)/C=C/c2ccc(F)cc2)c1C(N)=O
→ -0.3	19	0	0.0
CC(=O)/C=C1/SCC(=O)N1c1ccccc1
→ -1.5	18	0	0.1
N#Cc1cccc(NC(=O)CCC2CCCC2)c1
→ -0.8	3	-17	0.2
O=C(Nc1ccc(NC(=O)c2ccccn2)cn1)c1cccc(Cl)c1
→ -0.3	-4	-36	0.0
CCC(C)N1C(=O)C(=O)N(c2ccc(Cl)cc2)C1=O (stereo not given)
→ 0.7	5	-4	-0.3
CCCC(c1nnnn1CCC(C)C)N1CCN(C)CC1 (stereo not given)
→ -0.7	-1	-3	0.1
COc1cc(C2C(C#N)=C(N)N(c3cccc(Cl)c3C)C3=C2C(=O)CCC3)ccc1O (stereo not given)
→ 0.1	13	-1	0.6
CSc1nc2n(n1)C(c1ccccc1)C=C(C)N2 (stereo not given)
→ 2.8	-3	3	0.0
CCc1cccc(C)c1NC(=O)C1CCN(C(=O)c2ccc(OC)cc2)CC1
→ 1.0	4	13	0.0
Nc1c(-c2nc(-c3ccccc3F)no2)nnn1-c1cccc(Cl)c1
→ -2.3	-3	-9	0.0
CN1C[C@H](C(=O)N[C@]2(C)O[C@@]3(O)[C@@H]4CCCN4C(=O)[C@H](Cc4ccccc4)N3C2=O)C[C@@H]2c3cccc4[nH]cc(c34)C[C@H]21
→ 0.3&1.1&0.5	-1&5&14	7&8	-0.1&0.2&0.3
Cc1ccc([N+](=O)[O-])c(OCCSc2ncccn2)c1
→ -0.8	1	-84	0.0
COc1cc(CN2CCC(n3nccc3NC(=O)CCCc3ccccc3)CC2)ccc1O
→ -0.3	-10	10	-0.2
Cc1ccc(N2C(=O)CC(N3CCCC3)C2=O)cc1 (stereo not given)
→ 0.8	-2	-32	0.1
O=S(=O)(NC1CCCc2ccccc21)c1cccc2nsnc12 (stereo not given)
→ 0.1	-7	-2	0.0
CN1C(=O)c2ccc(NC(=O)c3cccc(N4C(=O)CCC4=O)c3)cc2C1=O
→ -1.8	4	15	-0.1
CCN1CCN(c2cc(C)c3cc(NC(=O)C4COc5ccccc5O4)ccc3n2)CC1 (stereo not given)
→ 0.0	-5	-5	0.0
CC(C)(C)OC(=O)N1CC(O)CC1C(=O)OCC(=O)c1ccc([N+](=O)[O-])cc1 (stereo not given)
→ 1.0	11	-2	-0.4
COc1cc(/C=N/NC(=O)COc2ccc(Br)cc2)ccc1O
→ 0.6	13	-2	0.0
CC(C)NC(=O)CN(C(=O)CN1C(=O)C(=O)c2ccccc21)c1cccc(C(F)(F)F)c1
→ 2.2	7	5	0.0
Cc1ccc(C(C)C)c(OCC(O)Cn2c(C)nc3ccccc32)c1 (stereo not given)
→ 3.4	-3	50*	0.1
CN(C)c1cc(N)c2cc(Cl)ccc2n1
→ -2.1	8	-12	0.7
OCCCCNc1ncnc2sc3c(c12)CCCC3
→ 0.0	-8	-9	-0.1
CCCCC(CC)CNC(=O)C1C2C=CC(O2)C1C(=O)O (stereo not given)
→ -0.4	19	10	-0.1
CN(Cc1ccccc1)C(=O)c1nc2ccccn2c1CN1CCC(C(N)=O)CC1
→ -0.4	-9	10	0.1
CC(=O)c1nc(N2C(=O)CC(Cc3ccccc3)C2=O)sc1C (stereo not given)
→ -0.1	-9	1	0.0
CC(C)CSc1nnc(-c2cccc(S(=O)(=O)N3CCOCC3)c2)o1
→ -0.1	-5	-14	-0.1
COc1cc(Cl)c(C)cc1NC(=S)N(CCCN1CCCCC1)Cc1ccco1
→ 0.2	2	4	-0.4
O=[N+]([O-])c1nn(-c2ccccc2)n(O)c1=NC1CCCCCC1
→ 0.2	17	2	-0.7
O=C(c1cc(F)c(F)cc1Cl)N1CCN(c2ccc([N+](=O)[O-])c(N3CCCC3)c2)CC1
→ -1.8	5	-8	-0.5
O=C(O)c1ccc2c(=O)n3c(nc2c1)CCC3
→ -0.4	4	-5	0.2
O=C(c1cc(Cc2ccccc2)no1)N1CCC(C(O)c2ccccc2)CC1 (stereo not given)
→ 1.3	-17	-42	0.0
COc1ccc(C(=O)N2CCN(CCNC(=O)C(=O)Nc3ccc(C)cc3)CC2)cc1
→ 2.0	-5	2	0.0
Cc1ccc(-c2c(Nc3cccc(F)c3)c(=O)c2=O)cc1C
→ 0.3	4	54*	0.1
CC(NC(=O)c1c(O)c2cccc3c2n(c1=O)CCC3)c1ccccc1 (stereo not given)
→ 1.3	4	4	0.1
Cc1cccc(C2c3c(n(C)c(=O)n(C)c3=O)N=C3c4ccccc4C(=O)C32)c1 (stereo not given)
→ -1.0	13	10	0.4
CCOC(=O)c1cc(-c2ccccc2)sc1NC(=O)CCCOc1ccc(Cl)cc1
→ 0.0	-16	-12	0.7
Cc1cc(C)cc(N2C(=O)N(c3ccccc3)C3CS(=O)(=O)CC32)c1 (stereo not given)
→ -0.3	11	4	0.2
O=C(Nc1cccc(C(F)(F)F)c1)c1ccc(F)c(S(=O)(=O)N2CCN(c3ccccc3F)CC2)c1
→ 3.3	12	5	0.0

In a second layout: results already given
Cc1cccc(C2c3c(n(C)c(=O)n(C)c3=O)N=C3c4ccccc4C(=O)C32)c1 (stereo not given)
  GPR151 activ = -1.0
  MITF primary = 13
  TEAD-YAP block = 10
  FBW7 activator = 0.4

CCOC(=O)c1cc(-c2ccccc2)sc1NC(=O)CCCOc1ccc(Cl)cc1
  GPR151 activ = 0.0
  MITF primary = -16
  TEAD-YAP block = -12
  FBW7 activator = 0.7

New compounds follow
The line under a structure holds: GPR151 activ	MITF primary	TEAD-YAP block	FBW7 activator
CCNC(=O)c1nn(CC2CC2)c2c1CN(Cc1cn[nH]c1-c1ccc(F)cc1)CC2
→ 2.0	-7	0	0.0
Clc1ccc(OCc2nc(-c3ccc(Br)cc3)no2)cc1
→ -0.1	-3	7	-0.1
Cc1ccc(CN2CCNC(=O)C2CC(=O)N(C)Cc2ccncc2C)o1 (stereo not given)
→ 0.2	1	-6	0.1
Cc1ccc2c(c1)c(=O)c1ccccc1n2CC(=O)Nc1ccc(C)c(Cl)c1
→ -1.0	-4	2	0.1
Cn1nc(C(=O)N2CCC(C(N)=O)CC2)c2c1-c1ccccc1SC2
→ -0.6	7	-1	-0.1
COc1ccc(C2C(C(=O)Nc3ccc(C)c(F)c3)c3cc(OC)c(OC)cc3C(=O)N2C)cc1OC (stereo not given)
→ 0.3	0	-3	-0.1
O=C(COC(=O)c1cc([N+](=O)[O-])ccc1NCCO)Nc1cccc(Br)c1
→ -1.0	5	21	-0.1
CCOC(=O)CC(=O)CSc1nc2c(sc(=S)n2-c2ccc(C(=O)OCC)cc2)c(=O)n1-c1ccccc1
→ -0.2	15	1	0.2
CC(=O)N/N=C/c1nc2ccccc2[nH]1
→ 1.4	9	-7	0.0
COc1ccc(C(=O)NNC(=O)c2cc3ccccc3oc2=O)cc1
→ 2.1	1	7	-0.1
CCn1c(=O)c(C(=O)Nc2ccc(N)cc2)c(O)c2ccccc21
→ 0.4	1	2	-0.3
CCOC(=O)C1=C(C)N=C2SCCC(=O)N2C1c1ccc(OCC(C)C)c(OC)c1 (stereo not given)
→ 0.4	4	-8	0.0
C=CCn1c(=O)c(C(=O)OCC)c(O)c2ccccc21
→ 1.6	11	1	-0.2
COc1ccccc1N1CCN(c2cc(N(C)CCO)c([N+](=O)[O-])c3nonc23)CC1
→ -2.0	7	16	0.0
COc1ccccc1C1(O)CC2CCC(C1)N2C(=O)c1ccncc1 (stereo not given)
→ -0.1	14	8	-0.1
N#Cc1c(-c2ccccc2F)cc(-c2ccccc2)nc1SCc1ccc(F)cc1
→ 0.5	-3	1	-0.1
CCOC(=O)C1=C(C)N=c2s/c(=C\c3ccc(OCc4ccc(F)cc4)c(OC)c3)c(=O)n2C1c1ccc(Cl)cc1 (stereo not given)
→ -0.3	-6	-5	0.1
COc1cc(Nc2ccnc(NC3CCC(O)CC3)n2)cc(OC)c1OC (stereo not given)
→ -0.7	10	-2	0.1
CCC1CCCCN1CCCNC(=O)CC1Oc2ccccc2NC1=O (stereo not given)
→ -0.1	6	5	-0.2
O=C1C(Cc2ccccc2)N=C2c3ccccc3N=C(SCc3ccc(F)cc3)N12 (stereo not given)
→ 0.7	-6	-6	-0.3
O=C(C[n+]1ccccc1-c1ccccn1)c1ccc2c(c1)OCCO2
→ -1.7	15	1	0.1
COc1ccccc1-n1c(C)cc(C(=O)O)c1C
→ 0.1	14	-6	0.6
CN(Cc1cscn1)Cc1ccc(C(=O)NCC2C3CC4CC(C3)CC2C4)c(=O)[nH]1 (stereo not given)
→ -0.4	-7	-1	0.2
CCCCOc1nc(N)nc(-c2ccccc2)n1
→ -1.1	22	14	0.1
Cn1nnnc1SCC(=O)c1ccc2c(c1)OCCO2
→ -2.5	10	-22	0.8
NC(=O)C1(N2CCCCC2)CCN(c2c(-c3ccccc3)c(=O)c2=O)CC1
→ -1.2	13	1	0.1
O=C1CC(c2ccccc2)CC(O)=C1C=Nc1cccc([N+](=O)[O-])c1 (stereo not given)
→ 2.5	2	-4	-0.1
C=CCc1cc(Cl)ccc1OCCN1CCN(C)CC1
→ -1.1	10	-2	-0.1
CN1CCCN(Cc2ccc(-c3ccccc3[N+](=O)[O-])o2)CC1
→ -1.4	-22	1	-0.1
Cc1nc(C)c(C(=O)O)c(-c2ccco2)c1C(=O)O
→ 1.0	-5	7	-0.1
CCC(C)NC(=O)c1ccc(N2CCCCCC2)c([N+](=O)[O-])c1 (stereo not given)
→ 2.0	13	-8	0.0
N#CC(CO)(Cc1ccccc1)c1nc2ccccc2[nH]1 (stereo not given)
→ 3.3	-11	-28	-0.3
Cc1nc(C)c(NC(=O)Nc2ccccc2)cc1NC(=O)Nc1ccccc1
→ -0.4	-5	-9	0.0
CCOc1ccc(/C=C2/C(=O)NC(=O)N(c3cccc(C)c3)C2=O)c(OCC)c1
→ 0.8	5	6	-0.1
COc1ccc(CC(=O)Nc2nncs2)cc1OC
→ -0.2	10	-3	-0.1
O=C(NCc1ccccc1F)C1CCN(c2nnnn2-c2ccccc2)CC1
→ 0.5	10	1	0.0
COc1ccc(C2C=C(c3ccc(Cl)cc3)Nc3nnnn32)cc1 (stereo not given)
→ -0.6	4	-4	0.0
CC(=Nc1cccc2ccccc12)C1=C(O)CCCC1=O
→ 1.5	3	-9	-0.1
CC1CC(Nc2ccccc2)c2ccccc2N1S(=O)(=O)c1ccc(Br)cc1 (stereo not given)
→ -0.8	22	1	0.2
O=C(O)c1ccc(F)c(S(=O)(=O)NCCN2CCOCC2)c1
→ -0.5	-4	-15	-0.1

Entries of single compounds, quoted from the list. Values in the order: GPR151 activ, MITF primary, TEAD-YAP block, FBW7 activator
`O=C(NCc1ccccc1F)C1CCN(c2nnnn2-c2ccccc2)CC1` across the screens: 0.5, 10, 1, 0.0
`O=C(O)c1ccc(F)c(S(=O)(=O)NCCN2CCOCC2)c1` across the screens: -0.5, -4, -15, -0.1
`CN1CCCN(Cc2ccc(-c3ccccc3[N+](=O)[O-])o2)CC1` across the screens: -1.4, -22, 1, -0.1
`Cc1nc(C)c(C(=O)O)c(-c2ccco2)c1C(=O)O` across the screens: 1.0, -5, 7, -0.1
`N#CC(CO)(Cc1ccccc1)c1nc2ccccc2[nH]1` (stereo not given) across the screens: 3.3, -11, -28, -0.3

(list continues)
The line under a structure holds: GPR151 activ	MITF primary	TEAD-YAP block	FBW7 activator
CCc1c(C)nc(SCC(=O)N2CCCCC2)[nH]c1=O
→ -0.4	10	5	0.3
COc1ccc(-c2n[nH]c(=S)n2C2CCCCC2)cc1OC
→ 1.2	12	-6	0.1
Cc1ccc(Nc2ncnc3sc4c(c23)CCCC4)cc1F
→ 1.1	-7	-14	-0.1
Cc1ccccc1-n1c(SCC(=O)c2ccc(Cl)cc2)nc2[nH]ncc2c1=O
→ -1.3	1	1	0.1
Cc1ccc(C(=O)N2CCC(C(N)=O)CC2)cc1[N+](=O)[O-]
→ 0.6	12	3	0.7
Cc1cc(C)nc(SCC(=O)Nc2nc3c(s2)CCCC3)n1
→ 4.6	4	-11	0.2
CC(C)(C)c1ccc2c(c1)NC(=O)CO2
→ -0.4	-14	35*	-0.2
CCCNC(=O)CSc1nccn1Cc1ccc2c(c1)OCO2
→ 0.1	13	-1	0.2
O=C(CN1CCSCC1)N/N=C/c1cccc2ccccc12
→ -0.9	48	-1	0.4
O=C(Nc1ccc([N+](=O)[O-])cc1)C(=O)NC1CCCCCC1
→ 0.1	-2	-10	-0.1
CCc1ccc(NC(=O)Cn2cnc3c(cnn3-c3ccc(C)c(C)c3)c2=O)cc1
→ -0.9	13	1	0.2
Cc1ccc(C(=O)N2CCC(n3nccc3NC(=O)CCOc3ccccc3)CC2)s1
→ 0.4	11	-3	0.0
O=C(c1cc2ccccc2o1)c1cccs1
→ -1.0	-3	-82	-0.2
Cc1cc(Nc2ccccc2)n(CCO)n1
→ -1.9	7	-2	-0.2
CCn1c(=O)cc(SCC(=O)Nc2cccc([N+](=O)[O-])c2C)c2ccccc21
→ -0.2	1	-12	1.3

Only FBW7 activator and TEAD-YAP block (4 entries from above):
structure,FBW7 activator,TEAD-YAP block
CC(C)(C)c1ccc2c(c1)NC(=O)CO2,-0.2,35*
CCCNC(=O)CSc1nccn1Cc1ccc2c(c1)OCO2,0.2,-1
O=C(CN1CCSCC1)N/N=C/c1cccc2ccccc12,0.4,-1
O=C(Nc1ccc([N+](=O)[O-])cc1)C(=O)NC1CCCCCC1,-0.1,-10
